From PubChem BioAssay
MCF10A rerep = DNA re-replication induction in MCF 10a cells; MCF 10A DNA re-replication, Hoechst nuclear intensity, 48 h; Potency, µM (titrated, usually from 46.1 µM), for inactives: at the top dose activity, positive = re-replication, usual class: activators; 2.9% of 350,000 active; AID 624296; also: % of control where 0% means no effect; nearly all actives have a fitted effect of over 50% in size
Nrf2 inh = Nrf2 pathway inhibition; A549 ARE-Fluc reporter, luciferase luminescence, 18-24 h; Potency, µM (top dose mostly 46 µM), without a hit: at the top dose activity change, negative = inhibition, most hits filed as inhibitors; 2.1% of 360,000 active; AID 504444; also: % is scaled to controls: 0 for no effect and ±100 for the full control effect; nearly all actives have a fitted effect of over 60% in size
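Reporter: ARE-Fluc in A549. Exposure: 18-24 h, 37 °C, 5% CO2, 5% FBS OPTI-MEM. Readouts: fluorescent cytotoxicity (CellTiter-Fluor), then luminescent Nrf2 signal after BugLite.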
A549 viability = A549 cytotoxicity, counter-screen for Nrf2 inhibitors. 0.16% of 390,000 active. A549 ARE-Fluc cells, CellTiter-Fluor viability, 18-24 h. AID 504648. Potency, µM (highest dose often 46 µM), for inactives: at the highest dose activity change, negative = cytotoxicity, hits mostly inhibitors; also: % is scaled to controls: 0 for no effect and ±100 for the full control effect
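A549 ARE_Fluc cells in 5% FBS OPTI-MEM were exposed to compounds in concentration-response for 18-24 h at 37 deg C. Viability was read by CellTiter-Fluor fluorescence (Ex 405/Em 525) after 30 min, before the luciferase read.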
Nrf2 activator = Nrf2 pathway activation; AREc32 ARE-luciferase reporter (MCF7-derived line), luminescence, 24 h; AID 624171; Potency, µM (highest dose often 46.1 µM), for the others: at the highest dose activation, most hits filed as activators; 0.31% of 410,000 active; also: % of control where 0% means no effect; nearly all actives have a fitted effect of over 65% in size
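AREc32 cells carrying an ARE-driven firefly luciferase reporter were seeded at 1000 cells/well in OPTI-MEM with 5% FBS, then exposed to compound for 24 hr at 37 deg C. Luminescence was read with Steady-Glo after 30 min at RT.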
ATXN2 expr inh = reduces ATXN2 reporter expression in HEK-293 cells | HEK-293 ATXN2-luciferase reporter, luminescence, 24 h | Potency, µM (series often up to 57 µM), for inactives: at the highest dose activity change, negative = inhibition, actives largely listed as inhibitors | 0.72% of 360,000 active | AID 1745845; also: % is scaled to controls: 0 for no effect and ±100 for the full control effect; nearly all actives have a fitted effect of over 55% in size
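ATXN2-luciferase reporter cells (luciferase flanked by upstream and downstream ATXN2 gene portions) were treated 24 h at 37 °C with compounds at up to 57 uM. SteadyGlo luminescence gave expression; GF-AFC fluorescence gave viability.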
ATXN viability = viability counter-screen for ATXN expression inhibitors; Potency, µM (series often up to 56.7 µM), usual class: cytotoxic; S2 cells (HEK-293 line with an ATXN2-luciferase reporter) viability, CellTiter-Fluor protease fluorescence, 24 h; 0.49% of 400,000 active; also: nearly all actives have a fitted effect of over 40% in size
HepG2 viability = counter-screen for TGF-b inhibitors: cytotoxicity in HepG2 cells; HepG2 CAGA-GFP viability, ATP luminescence, 18 h; Potency, µM (titrated, usually from 46.1 µM), inactives show at the highest dose activity change, negative = cytotoxicity, most hits filed as cytotoxic; 0.76% of 410,000 active; also: some results filed as inactive show a strong effect at the top dose
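CellTiter-Glo luminescence gave cytotoxicity after 18 hours at 37 degrees C. The cells were HepG2 CAGA-GFP in 1% FBS DMEM, stimulated with 500 pg/mL TGF-beta after compound addition. %Activity was normalised to no-cell wells (complete cell-killing) and DMSO (no toxicity), and curves were fitted and classified.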
EPAC2 antagonist = EPAC2 (human) antagonism; AID 720708; Potency, µM (doses to about 114 µM), without a hit: at the top dose activity, negative = inhibition, actives largely listed as inhibitors; 0.18% of 360,000 active; Q8WZA2; EPAC2 GEF exchange of Rap1B-BODIPY-GDP, fluorescence; also: % is scaled to controls: 0 for no effect and ±100 for the full control effect; nearly all actives have a fitted effect of over 45% in size; many of its hits are not listed in these tables
Target sequence (Q8WZA2 whole entry, looked up): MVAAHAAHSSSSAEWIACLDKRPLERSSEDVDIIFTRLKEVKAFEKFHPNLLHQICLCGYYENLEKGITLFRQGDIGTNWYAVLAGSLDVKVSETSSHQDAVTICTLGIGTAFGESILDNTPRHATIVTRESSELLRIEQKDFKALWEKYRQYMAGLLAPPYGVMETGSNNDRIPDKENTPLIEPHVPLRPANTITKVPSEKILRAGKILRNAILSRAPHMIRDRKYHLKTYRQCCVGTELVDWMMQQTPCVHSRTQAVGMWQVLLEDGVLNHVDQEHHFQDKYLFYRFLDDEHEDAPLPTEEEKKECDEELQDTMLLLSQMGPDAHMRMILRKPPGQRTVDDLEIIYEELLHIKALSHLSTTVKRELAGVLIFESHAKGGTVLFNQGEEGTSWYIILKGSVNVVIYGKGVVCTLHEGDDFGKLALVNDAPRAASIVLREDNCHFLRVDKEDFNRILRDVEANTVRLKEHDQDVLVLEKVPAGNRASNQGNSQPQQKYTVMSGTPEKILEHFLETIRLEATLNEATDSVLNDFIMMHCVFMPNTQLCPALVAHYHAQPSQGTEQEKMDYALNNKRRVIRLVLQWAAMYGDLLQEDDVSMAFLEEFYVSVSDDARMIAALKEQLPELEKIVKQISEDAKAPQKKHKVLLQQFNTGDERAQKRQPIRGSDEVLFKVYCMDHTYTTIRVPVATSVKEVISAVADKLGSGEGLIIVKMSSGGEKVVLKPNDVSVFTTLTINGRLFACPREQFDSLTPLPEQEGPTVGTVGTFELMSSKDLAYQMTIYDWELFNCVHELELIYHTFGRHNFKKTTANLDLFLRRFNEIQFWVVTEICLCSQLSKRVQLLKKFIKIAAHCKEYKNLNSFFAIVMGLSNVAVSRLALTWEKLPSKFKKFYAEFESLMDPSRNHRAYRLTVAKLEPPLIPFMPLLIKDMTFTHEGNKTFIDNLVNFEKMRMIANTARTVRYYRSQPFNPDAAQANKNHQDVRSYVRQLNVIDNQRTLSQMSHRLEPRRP
TGFb SMAD3 inh = TGF-b pathway inhibition. 1.2% of 410,000 active. HepG2 CAGA-GFP TGF-b/SMAD3 reporter, GFP fluorescence, 18 h; TGF-beta stimulated, 500 pg/mL final. AID 588855. Potency, µM (series often up to 46.1 µM), inactives show at the highest dose activity, negative = inhibition, most hits filed as inhibitors; also: % is scaled to controls: 0 for no effect and ±100 for the full control effect; nearly all actives have a fitted effect of over 65% in size
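GFP signal (ex488/em500-530) from TGF-beta-stimulated HEPG2 CAGA-GFP cells, 500 pg/mL final, 18 h at 37 degrees C in DMEM plus 1% FBS, normalized to unstimulated and DMSO-stimulated controls.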
The depositor's hits bear a star; i = inactive; ? = inconclusive; · = no result given; [ ] = another dose, or the depositor's remark. Calls follow the shape of the dose curve; as a rule, active = well fitted curve in the direction sought with a large enough effect; inconclusive = small, poorly fitted or top-dose-only effect, or another doubt; inactive = no such curve, though single readings can be large; an effect the other way counts as inactive or inconclusive. Potency is read from the fitted curve at half-maximal effect. An excerpt, so the mix of outcomes need not match the whole.

SMILES | MCF10A rerep | Nrf2 inh | A549 viability | Nrf2 activator | ATXN2 expr inh | ATXN viability | HepG2 viability | EPAC2 antagonist | TGFb SMAD3 inh
O=C(CC1CCCC1)NCCS(=O)(=O)N1CCN(c2ccc(F)cc2)CC1 | -1% | ? | -2% | -0.6% | 3% | ? | -1% | -2% | 9%
COC(=O)c1nnn(CC(=O)Nc2ccc(Br)c(C)c2)c1N | · | 6%[9.27 µM] | -5% | 1.0% | 6% | i | -1% | · | 1%
COc1ccc(C(CNC(=O)COc2ccccc2OC)N(C)C)cc1OC (configuration not stated) | 0% | 9% | -8% | -0.8% | -1% | i | -11% | -1% | -1%
CN1C(=O)c2cccc(NCCCCCCN3C(=O)c4ccccc4C3=O)c2C1=O | -17% | · | 6% | 1.9% | -16% | i | -12% | 6% | -19%
CCN(CC)S(=O)(=O)c1ccc2[nH]c(=O)cc(C(=O)Nc3ccc(C)c(S(=O)(=O)N(CC)CC)c3)c2c1 | 13% | -25% | -7% | -0.5% | ? | i | -5% | -22% | -24%
O=C(O)c1ccc(-c2ccco2)n1Cc1ccccc1 | 5% | -11% | -3% | 0.1% | 1% | i | 10% | 23% | -12%
Cc1cccc(NC(=O)c2ccccc2OCC(=O)c2ccc(F)cc2)c1 | 0% | 3% | -4% | 2.3% | -2% | i | -4% | -1% | 2%
O=C(NCCc1ccccc1)Nc1nnc([C@@H]2C[C@H](O)[C@@H](CO)O2)s1 | · | · | · | -1.3% | 7% | i | -7% | 9% | 0%
CCCCn1nc(C(=O)OCC(=O)Nc2sccc2C(N)=O)c2ccccc2c1=O | 8% | -4% | 0% | -0.4% | 1% | i | 8% | -10% | 1%
Cc1cc(-n2c(C)cc(C(=O)CSc3nnnn3-c3ccccc3)c2C)no1 | 5% | ? | -8% | 4.4% | 1% | i | -25% | 7% | -39%
Cc1noc(C)c1C(=O)N1CCc2ccccc2C1 | -3% | · | 11% | -0.3% | -6% | i | -21% | -15% | -2%
S=C(NCc1ccccn1)NN=Cc1ccccn1 | 11% | 15µM* | ? | -0.7% | ? | ? | -12% | 10% | -20%
O=C(CCS(=O)(=O)Cc1ccccc1F)N1CCc2ccccc2C1 | ? | ? | 0% | ? | 1% | i | -3% | 15% | ?
Nc1ccc2oc(-c3ccccn3)nc2c1 | -3% | 4% | -1% | 0.2% | 5% | i | -35% | 9% | 16%
Cc1ccc(NC(=O)CNc2cc(S(=O)(=O)N3CCOCC3)ccc2N2CCOCC2)cc1S(=O)(=O)N(C)C | -12% | -18% | 0% | -0.8% | -7% | i | -5% | 0% | -9%
CCC(C)(C)NC(=O)C(c1ccc(C)cc1)N(CC1CCCO1)C(=O)CNC(=O)c1cccs1 (configuration not stated) | 6% | 10% | -1% | -0.4% | -3% | ? | 7% | 0% | 2%
NNC(=O)c1cc2cc3ccccc3nc2s1 | 12µM* | -21% | -13% | 4.3% | · | i | -125% | -5% | ?
CC(C)[C@@H](C(=O)NC1CCCC1)N1C(=O)N2CCc3c([nH]c4ccccc34)[C@@]2(C)C1=O | -8% | -29% | -5% | 6.9% | -8% | ? | -23% | 7% | -17%
COc1ccccc1NC(=O)c1ccc2c(c1)OCO2 | -3% | ? | -4% | -0.5% | 43%[activator] | i | -19% | 5% | 2%
COc1ccc(C(=O)NCc2csc(C(C)C)n2)cc1OC1CCN(C(C)=O)CC1 | -1% | 6% | 0% | -0.6% | 1% | i | -25% | -1% | -5%
CCOC(=O)c1c(C)[nH]c(C)c1C(=O)CSc1nc2ccccc2c(=O)n1-c1ccc(F)cc1 | ? | 23µM* | ? | 5.5% | ? | i | -22% | ? | ?
COc1ccc(CCNC(=O)CSc2nnc(-c3cccc(C)c3)o2)cc1OC | 2% | -16% | 4% | -0.6% | · | · | -2% | 4% | ?
N#C/C(=C\c1cccnc1)c1ccc(Br)cc1 | 17% | 8% | 0% | 0.3% | · | i | -1% | -10% | 3%
Cc1cccc(CN2CCNC2=O)c1 | -3% | -1% | -18% | -0.5% | -5% | i | 3% | 12% | -26%
COc1ccc(N2CCN(C(c3ccccc3)c3nnnn3Cc3ccc(F)cc3)CC2)cc1 (configuration not stated) | 10% | · | -10% | 0.9% | -1% | i | 4% | -3% | -25%
COc1ccc(S(=O)(=O)N2CCCCCC2)cc1NC(=O)CCc1cc(OC)c(OC)c(OC)c1 | -2% | -8% | 0% | -1.0% | · | i | -25% | -11% | -14%
Cc1c(N)cccc1-n1cnnn1 | -1% | 15% | 4% | -0.1% | -6% | i | -4% | 2% | -5%
COc1ccc(CC(=O)OCC(=O)NCc2ccc(Cl)cc2)cc1 | -5% | -2% | 1% | -0.7% | 0% | i | -3% | -14% | -5%
CCOC(=O)c1c(CN2CCCCC2)n(C)c2cc(Br)c(O)cc12 | 23% | -2% | -8% | 0.0% | -24% | i | -21% | -4% | -7%
Cc1c(C(=O)NC(=S)Nc2ccc(N3CCOCC3)cc2)cccc1[N+](=O)[O-] | 4% | 0% | -5% | -0.8% | -7% | i | 5% | 12% | 1%
O=C(c1cc2cc([N+](=O)[O-])ccc2oc1=O)N1CCN(C2CCCCC2)CC1 | 1% | 11% | -15% | -0.6% | -4% | ? | -1% | -2% | 9%
COc1ccc(C(CNC(=O)c2cccc(NC(=O)c3cccs3)c2)N2CCCC2)cc1 (configuration not stated) | 4% | 2% | -13% | 9.1% | -5% | ? | -21% | -2% | 1%
CCOC(=O)C1CCCN(C(=O)C(C)Oc2ccc(Cl)cc2Cl)C1 (configuration not stated) | 4% | -12% | -1% | -0.8% | -8% | i | -1% | -2% | -8%
O=C(CSc1nnc(-c2ccc(O)cc2)o1)NNC(=O)c1ccncc1 | 2% | 4% | 2% | -0.1% | -14% | i | -27% | 0% | -1%
COC(=O)c1ccc(NC(=O)CCS(=O)(=O)c2ccc(C)cc2)cc1 | -12% | -14% | 0% | -0.2% | · | i | -11% | 0% | 7%
Cc1ccc(C)c(N2CCN(CC(=O)Nc3ccc([N+](=O)[O-])cc3C(=O)Nc3ccccc3F)CC2)c1 | 12% | ? | -1% | 2.8% | 1% | i | -3% | 7% | -14%
O=C(NCCN1CCN(C(=O)c2cccc([N+](=O)[O-])c2)CC1)C(=O)NCc1ccc(Cl)cc1 | 13% | -20% | -3% | 1.6% | -10% | i | -22% | 2% | -27%
Fc1ccccc1OCC1CCCN(Cc2nc(CC3CC3)no2)C1 (configuration not stated) | -7% | 1% | 1% | -0.5% | 59%[activator] | i | 6% | 3% | 1%
NS(=O)(=O)c1ccc(CCNC(=O)COC(=O)CCSc2ccc(Cl)cc2)cc1 | ? | -17% | 2% | -0.5% | -1% | i | 22% | -6% | 1%
Cc1onc(-c2ccccc2)c1C(=O)Nc1nc(-c2ccccc2)cs1 | ? | ? | 2% | 1.6% | 133%[activator] | i | 0% | -5% | 12%
CCCCNC(=O)C(=O)Nc1cc2c3c(c1)CCC(=O)N3CCC2 | 16% | 1% | 11% | -0.4% | · | i | -7% | 2% | -4%
CCN(CC)c1nc2c(S(=O)(=O)c3cccc(Cl)c3)nnn2c2ccsc12 | · | ? | 5% | -1.2% | · | · | -26% | · | ?
Cc1ccc(C)c(NC(=S)N(C2CCCCC2)C(C)c2cccnc2)c1 (configuration not stated) | -3% | 1% | 4% | -1.1% | 4% | i | -15% | 1% | -2%
COc1cccc(-c2nnc(NC(=O)c3ccco3)s2)c1 | -4% | ? | 17% | 8.9% | · | i | 0% | 5% | -2%
Cc1cc(C)cc(N2CC(O)=C(c3nc4ccccc4c(=O)[nH]3)C2=N)c1 | ? | -15% | -12% | 0.2% | 1% | i | -8% | -28% | -22%
O=C(CNC(=O)c1ccc(Cl)c([N+](=O)[O-])c1)OCN1C(=O)c2ccccc2C1=O | ? | -22% | 0% | 4.2% | 8% | i | -1% | 3% | 3%
Cc1ccc2nsnc2c1NC(=O)c1sc2ccccc2c1Cl | -12% | 8% | 1% | -0.3% | ? | ? | 0% | 21% | ?
COC(=O)c1ccccc1NC(=O)NCCc1c(C)nn(C)c1C | · | · | 0% | 0.2% | 12% | i | 3% | · | 20%
O=C(c1cccn(Cc2ccc(Cl)c(Cl)c2)c1=O)N1CCOCC1 | 3% | 6% | -5% | -0.1% | -1% | i | -12% | 1% | 39%[activator]
O=C(CCCN1C(=O)/C(=C\c2cccc(Br)c2)SC1=S)Nc1cccnc1 | 8.2µM* | ? | ? | 10µM* | ? | ? | -35% | 3% | 11µM*
Cc1cccc(CNC(=O)C2CCN(S(=O)(=O)c3cccc4nonc34)CC2)c1 | · | · | -1% | -0.4% | 1% | ? | 1% | · | 4%
CCC1Nc2ncnc(N3CCOCC3)c2N(Cc2ccc(OC)cc2)C1=O (configuration not stated) | -6% | 5% | -5% | 0.0% | 9% | i | 16% | -4% | ?
COc1cccc(CCNC(=O)c2ccc(Cn3c(SCc4ccccc4)nc4cccnc43)cc2)c1 | · | ? | -26% | 2.8% | · | · | -37% | · | ?
CC(=O)Nc1ccc(S(=O)(=O)NCC(=O)OCC(=O)Nc2sccc2C(N)=O)cc1 | 3% | 4% | ? | -0.5% | · | i | -1% | 22% | -4%
